rTrxR1 inhibitor – rat TrxR1 inhibition | recombinant rTrxR1, NADPH fluorescence consumption, selenite substrate | Potency, µM (top dose mostly 114 µM), for the others: at the highest dose activity change, negative = inhibition, most hits filed as inhibitors | hit rate 1% among 390,000 | AID 588453; further: on the % scale 0 is the no-effect control and ±100 the full control effect; nearly all actives have a fitted effect of over 65% in size
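Rat TrxR1 (90 nM in the dispensed reagent) was pre-reduced with 400 uM NADPH for 5 min at room temperature, then incubated with compound for 15 min. After 400 uM selenite was added, NADPH fluorescence (Ex 340/Em 450 nm) was followed for 8 min.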
TrxR1 substrate – is turned over as a substrate by rat TrxR1; O89049; purified TrxR1 substrate turnover, NADPH consumption readout; Potency, µM (top dose mostly 114 µM), for the others: top-dose activity change, negative = substrate turnover; hit rate 0.01% among 390,000; AID 588456; further: on the % scale 0 is the no-effect control and ±100 the full control effect; nearly all actives have a fitted effect of over 50% in size
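Rat TrxR1, dispensed at 90 nM, was prereduced with 400 uM NADPH (final) for 5 min at ~22 deg C, then incubated with compound 15 min before 400 uM selenite. A first-read NADPH fluorescence drop versus no-compound background flagged substrates.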
Vif-A3G inh – inhibitors of Vif-APOBEC3G interaction; Potency, µM (top dose mostly 46.1 µM), for the others: at the top dose activity, negative = active, hits mostly inhibitors; HeLa A3G-eYFP + Vif (tagged APOBEC3G with the HIV-1 protein that degrades it), YFP fluorescence, overnight; hit rate 0.076% among 410,000;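 further: on the % scale 0 is the no-effect control and ±100 the full control effect; nearly all actives have a fitted effect of over 60% in size; hits raise eYFP signal because A3G escapes Vif-driven loss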
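HeLa cells stably expressing Vif and C-terminally eYFP-tagged A3G, seeded overnight at 37 deg C, then exposed to compound by pintool overnight at 37 deg C. Rise in yellow fluorescence (Ex 488/Em 500-530, Acumen) marks blocked Vif-driven A3G degradation.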
RGS4 inh – inhibitors of human regulator of G protein signaling 4; P49798; Transcreener GDP fluorescence polarization, RGS4-accelerated GTP hydrolysis; Potency, µM (titrated, usually from 114 µM), for the others: at the highest dose activity change, negative = inhibition, actives largely listed as inhibitors; hit rate 0.039% among 390,000; further: on the % scale 0 is the no-effect control and ±100 the full control effect; nearly all actives have a fitted effect of over 75% in size; some results filed as inactive show a strong effect at the top dose
Target sequence (P49798 whole entry, looked up): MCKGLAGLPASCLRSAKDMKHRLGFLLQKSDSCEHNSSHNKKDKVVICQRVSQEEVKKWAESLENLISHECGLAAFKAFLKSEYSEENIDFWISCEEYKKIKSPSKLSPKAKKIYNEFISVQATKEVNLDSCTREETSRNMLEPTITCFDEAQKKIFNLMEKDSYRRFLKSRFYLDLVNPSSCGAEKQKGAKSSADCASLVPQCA
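MLSMR compounds (23 nl, pin-transferred) preincubated 10 min at room temperature with a 500nM (2x) first reagent, then RGS4 at 900nM (2x) plus Transcreener GDP mix added; fluorescence polarization (620/688 nm) read before and after 90 min at 30 °C.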
mIDH1 inhibitor – inhibitors of human mutant IDH1 R132H. O75874. IDH1-R132H enzyme, NADPH consumption, diaphorase/resazurin fluorescence. Potency, µM (top dose mostly 76.6 µM), for inactives: top-dose activity change, negative = inhibition, hits mostly inhibitors. hit rate 0.093% among 390,000. AID 602179; further: on the % scale 0 is the no-effect control and ±100 the full control effect; nearly all actives have a fitted effect of over 65% in size
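IDH1-R132H (0.5 ug/mL) preincubated 30 min with compound, then NADPH (0.016 mM) and alpha-KG (2 mM) added; 80 min at RT, pH 7.5. Remaining NADPH coupled via diaphorase/resazurin to fluorescence (540/590 nm); concentration-response curves normalized to no-enzyme control.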
12-LOX inh – ALOX12 (human) lipoxygenase inhibition; hit rate 1.1% among 580,000; AID 1671190; P18054; purified 12hLO, xylenol orange hydroperoxide absorbance; Potency, µM (top dose mostly 108 µM), for inactives: at the top dose activity change, negative = inhibition, usual class: inhibitors; further: on the % scale 0 is the no-effect control and ±100 the full control effect
Target sequence (P18054 whole entry, looked up): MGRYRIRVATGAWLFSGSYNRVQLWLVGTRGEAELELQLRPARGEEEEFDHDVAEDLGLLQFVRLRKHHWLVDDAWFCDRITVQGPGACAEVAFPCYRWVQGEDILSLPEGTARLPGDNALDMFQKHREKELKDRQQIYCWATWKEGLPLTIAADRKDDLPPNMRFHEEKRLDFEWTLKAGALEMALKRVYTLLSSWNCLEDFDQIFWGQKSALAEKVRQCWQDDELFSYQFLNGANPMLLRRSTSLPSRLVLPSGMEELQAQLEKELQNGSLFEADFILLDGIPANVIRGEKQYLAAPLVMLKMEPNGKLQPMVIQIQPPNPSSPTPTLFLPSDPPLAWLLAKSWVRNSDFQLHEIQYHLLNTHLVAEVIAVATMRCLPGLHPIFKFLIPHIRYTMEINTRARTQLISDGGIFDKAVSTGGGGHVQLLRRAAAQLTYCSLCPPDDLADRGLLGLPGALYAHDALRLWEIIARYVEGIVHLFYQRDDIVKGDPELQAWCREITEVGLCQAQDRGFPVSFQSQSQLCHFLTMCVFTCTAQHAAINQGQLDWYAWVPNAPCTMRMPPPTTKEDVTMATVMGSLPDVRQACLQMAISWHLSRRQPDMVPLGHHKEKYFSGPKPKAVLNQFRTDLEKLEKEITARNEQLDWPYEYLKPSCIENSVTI
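Hydroperoxide product was detected by ferrous iron/xylenol orange as the 573 to 405 nm absorbance ratio. Arachidonic acid at 40 uM (final) was turned over for 30 min at room temperature by 150 nM human 12hLO, pH 7.0 Hepes buffer, after 15 min compound preincubation.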
USP1-UAF1 inh – USP1/UAF1 (human) deubiquitinase inhibition. O94782. recombinant USP1/UAF1, Ub-Rhodamine cleavage fluorescence. Potency, µM (titrated, usually from 57.1 µM), without a hit: top-dose activity change, negative = inhibition, most hits filed as inhibitors. hit rate 0.23% among 390,000. AID 743255; further: on the % scale 0 is the no-effect control and ±100 the full control effect; nearly all actives have a fitted effect of over 60% in size; inactives centre near -12
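Step one: compound is pinned into 1nM USP1/UAF1 in HEPES pH 7.8 buffer with TCEP. Step two: 15 min room-temperature incubation. Step three: Ub-Rho (150nM final) starts cleavage, tracked by fluorescence over six one-minute reads.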
RXFP1 ag – activates the human relaxin receptor RXFP1; hit rate 0.3% among 370,000; HEK293T-RXFP1 cAMP TR-FRET, 30 min; response scale: percent of porcine relaxin response, buffer zero; Potency, µM (titrated, usually from 57.5 µM), for inactives: top-dose activation, actives largely listed as activators; Q9HBX9; further: on the % scale 0 is the no-effect control and ±100 the full control effect; nearly all actives have a fitted effect of over 60% in size; many of its hits are not listed in these tables
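cAMP rise read by TR-FRET after 30 min, 37C compound exposure (up to 58 uM) in RXFP1-transfected HEK293 cells with Ro 20174 present. EC50 from Hill-equation fits, with 29 nM porcine relaxin as 100% and buffer as basal.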
Vif-A3F inh – inhibitors of Vif-A3F interaction; HeLa A3F-eYFP + Vif (tagged APOBEC3F with the HIV-1 protein that degrades it), YFP fluorescence increase; Potency, µM (highest dose often 46.1 µM), for inactives: at the top dose activity, negative = active; hit rate 0.2% among 390,000; further: % of control where 0% means no effect; nearly all actives have a fitted effect of over 65% in size
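HeLa cells stably expressing Vif plus C-terminally eYFP-tagged A3F were seeded, incubated overnight at 37 deg C, dosed with compound, incubated overnight again at 37 deg C. Yellow fluorescence (Ex 488/Em 500-530) reported blocked Vif-mediated A3F-eYFP degradation.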
Active calls of the source: *; ? = inconclusive; [ ] = another dose, or the depositor's remark. The call rests on the fitted dose curve; in most records, active means well fitted curve in the direction sought with a large enough effect; inconclusive means small, poorly fitted or top-dose-only effect, or another doubt; inactive means no such curve, though single readings can be large; an effect the other way counts as inactive or inconclusive. Potency means the concentration at half of the fitted maximal effect. Only part of the results is shown; count on the stated rates, not on these rows.

Sequence of screens – rTrxR1 inhibitor	TrxR1 substrate	Vif-A3G inh	RGS4 inh	mIDH1 inhibitor	12-LOX inh	USP1-UAF1 inh	RXFP1 ag	Vif-A3F inh
- Cc1cc(C)c(C#N)c(SCc2nc3ccccc3c(=O)[nH]2)n1
    20%[11.4 µM]	14%[57.1 µM]	-15%	?	20%	0%	-7%	6.1%	?
- Cc1ccc(S(=O)(=O)CCC(=O)OCCOc2cccc(Br)c2)cc1
    16%	-8%	1%	18%	-3%	0%	-13%	-0.7%	-5%
- O=C(NCCc1ccc(Cl)cc1)C12CC3CC(CC(O)(C3)C1)C2
    27%	8%	-3%	6%	0%	0%	-29%	-0.1%	-6%
- O=[N+]([O-])c1cc(Oc2cccnc2)cc([N+](=O)[O-])c1
    4%	1%	8%	-17%	13%	-15%	-11%	0.6%	2%
- CC12CCC(C(=O)NCc3ccccc3Cl)(C(Br)C1=O)C2(C)C (stereo not drawn)
    4%	-6%	0%	-2%	4%	-26%	4%	0.7%	?
- O=S1(=O)N=C(N(CCO)/N=C/c2ccccc2F)c2ccccc21
    -7%	-1%	1%	-11%	4%	0%	-9%	1.1%	4%
- O=C(O)COc1ccccc1C1C2C(=O)N(c3ccc(F)cc3)C(=O)C2ON1c1ccccc1 (stereo not drawn)
    12%[57.1 µM]	-2%[57.1 µM]	0%	-23%[11.4 µM]	-1%	-4%	-17%	1.2%	3%
- O=C(NC12CC3CC(CC(C3)C1)C2)N1CCC(O)(c2ccc3c(c2)OCO3)CC1
    -13%[11.4 µM]	-4%[57.1 µM]	2%	-5%	-1%	11%	-7%	-1.0%	0%
- Cc1cc(NC(=O)c2noc3c2CCCCC3)nn1Cc1ccc(Cl)cc1
    12%	8%	2%	37%	3%	-20%	0%	4.4%	-4%
- Cc1cc(-c2nnc(CCC(=O)N(CC3CCC3)CC3CCCO3)o2)no1 (stereo not drawn)
    30%[57.1 µM]	8%[57.1 µM]	1%	-3%	-1%	-15%	-16%	0.6%	-8%
- CC(C)n1c(=NC(=O)c2ccco2)c(C#N)cc2c(=O)n3ccccc3cc21
    ?	393%[activator]	3%	-24%	5%	4%	14%	8.3%	0%
- O=C(NCC(=O)N1CCCC1)c1cccs1
    -7%	9%[57.1 µM]	0%	-15%	3%	-1%[57.4 µM]	-2%	-0.8%	0%
- CCN(Cc1nc(-c2ccc(OC)cc2)oc1C)S(=O)(=O)c1ccc(Cl)cc1
    12%[57.1 µM]	6%[57.1 µM]	3%	-7%	0%	?	-14%	1.5%	0%
- C=CCOc1c(Cl)cc(/C=N/O)cc1OC
    14%	-1%	-1%	4%	7%	5%[57.4 µM]	-18%	2.3%	1%
- Cc1cc(C)n(-c2nc(C(F)(F)F)nc3ccccc23)n1
    3%[57.1 µM]	4%	-3%	10%	4%	?	-9%	-1.2%	-9%
- COC1=CC(=O)CC(C)C12Oc1c(Cl)c(OC)cc(OC)c1C2=O (stereo not drawn)
    18%	21%	-30%	7%	8%	-4%	-1%	6.0%	-14%
- O=C(CNc1ccccc1Cl)c1ccc(Br)cc1
    0%[57.1 µM]	5%[57.1 µM]	1%	-26%	-10%	0%	-22%	-0.5%	-12%
- CCOC(=O)c1c(C)n(C)c2ccc(OC)c(NS(=O)(=O)CC)c12
    -5%	1%	-3%	-8%	2%	?	-16%	-0.6%	-13%
- O=c1c2cccnc2[nH]c(=S)n1CCCN1CCN(c2ccc(F)cc2)CC1
    -17%	-8%	1%	-9%	0%	7%	-3%	-0.1%	3%
- CCOC(=O)N1CCN(C(c2ccc(C)cc2)c2sc3nc(C)nn3c2O)CC1 (stereo not drawn)
    25%[57.1 µM]	8%[57.1 µM]	3%	19%	-7%	12%	6%	0.0%	3%
- O=C(NCc1ccccn1)C1CCCCC1
    15%[57.1 µM]	2%[57.1 µM]	6%	11%	1%	0%	-9%	-0.6%	13%
- CCN1C(=O)C(O)(CC(=O)/C=C/C=C/c2ccccc2)c2ccccc21 (stereo not drawn)
    ?	-11%	-4%	-19%	1%	0%	-19%	1.5%	6%
- O=C(Nc1ccccc1)C1CC(=O)n2ncnc2N1 (stereo not drawn)
    19%	9%[57.1 µM]	1%	22%	0%	-5%	1%	-0.1%	8%
- Nc1nonc1-n1nnc(C(=O)N/N=C/c2c[nH]c3ccccc23)c1-c1ccccc1
    1%	-7%	-11%	4%	5%	-4%	-25%	2.0%	3%

Copied from above, eleven compounds:
Sequence of screens – rTrxR1 inhibitor	TrxR1 substrate	Vif-A3G inh	RGS4 inh	mIDH1 inhibitor	12-LOX inh	USP1-UAF1 inh	RXFP1 ag	Vif-A3F inh
- C=CCOc1c(Cl)cc(/C=N/O)cc1OC
    14%	-1%	-1%	4%	7%	5%[57.4 µM]	-18%	2.3%	1%
- Cc1cc(C)n(-c2nc(C(F)(F)F)nc3ccccc23)n1
    3%[57.1 µM]	4%	-3%	10%	4%	?	-9%	-1.2%	-9%
- COC1=CC(=O)CC(C)C12Oc1c(Cl)c(OC)cc(OC)c1C2=O (stereo not drawn)
    18%	21%	-30%	7%	8%	-4%	-1%	6.0%	-14%
- O=C(CNc1ccccc1Cl)c1ccc(Br)cc1
    0%[57.1 µM]	5%[57.1 µM]	1%	-26%	-10%	0%	-22%	-0.5%	-12%
- CCOC(=O)c1c(C)n(C)c2ccc(OC)c(NS(=O)(=O)CC)c12
    -5%	1%	-3%	-8%	2%	?	-16%	-0.6%	-13%
- O=c1c2cccnc2[nH]c(=S)n1CCCN1CCN(c2ccc(F)cc2)CC1
    -17%	-8%	1%	-9%	0%	7%	-3%	-0.1%	3%
- CCOC(=O)N1CCN(C(c2ccc(C)cc2)c2sc3nc(C)nn3c2O)CC1 (stereo not drawn)
    25%[57.1 µM]	8%[57.1 µM]	3%	19%	-7%	12%	6%	0.0%	3%
- O=C(NCc1ccccn1)C1CCCCC1
    15%[57.1 µM]	2%[57.1 µM]	6%	11%	1%	0%	-9%	-0.6%	13%
- CCN1C(=O)C(O)(CC(=O)/C=C/C=C/c2ccccc2)c2ccccc21 (stereo not drawn)
    ?	-11%	-4%	-19%	1%	0%	-19%	1.5%	6%
- O=C(Nc1ccccc1)C1CC(=O)n2ncnc2N1 (stereo not drawn)
    19%	9%[57.1 µM]	1%	22%	0%	-5%	1%	-0.1%	8%
- Nc1nonc1-n1nnc(C(=O)N/N=C/c2c[nH]c3ccccc23)c1-c1ccccc1
    1%	-7%	-11%	4%	5%	-4%	-25%	2.0%	3%

Screening data from PubChem.
